Screening data (PubChem)
12-LOX inh: blocks human arachidonate 12S-lipoxygenase | P18054 | purified 12hLO, xylenol orange hydroperoxide absorbance | Potency, µM (top dose mostly 108 µM), inactives show at the highest dose activity change, negative = inhibition, actives largely listed as inhibitors | 1.1% of 580,000 active | AID 1671190; note: potency is the fitted concentration of half-maximal effect; % is set by controls: 0 for no effect and ±100 for the full control effect
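Purified human 12hLO at 150 nM in 25 mM Hepes, 0.01% Triton X-100, pH 7.0, preincubated 15 min at room temperature with compound. Reaction started with 40 uM arachidonic acid, 30 min at room temperature. Hydroperoxide measured by Fe-xylenol orange, 573/405 nm absorbance ratio.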
ERG-DNA inh: inhibitors of human ERG Ets domain-DNA interaction. P11308. fluorescence polarization, His-ERG Ets domain / labelled DNA. Potency, µM (top dose mostly 76.9 µM), without a hit: at the highest dose FP activity, negative = inhibition, usual class: inhibitors. 0.028% of 370,000 active; active = well fitted inhibition curve with a large enough effect in the polarisation, with a control signal flat; inconclusive = small, poorly fitted or top-dose-only effect, or effect the other way, or a change in a side signal; inactive = no such curve, though single readings can be large or run the other way; the % refers to the polarisation;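 note: polarization taken with two DNA probes labelled with fluorescein and Texas red; potency is the fitted concentration of half-maximal effect; % of control where 0% means no effect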
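His-tagged ERG Ets domain (1 uM in the protein solution; 300mM KCl, 50mM Tris-HCl, 1mM EDTA, 1mM DTT, pH 7.5) received compound, then a probe mix of 5 nM fluorescein-DNA and 100nM Texas-615-DNA. Fluorescence polarization was read for both dyes.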
Apoferritin bind: candidate novel general anesthetic via apoferritin binding; P02791; apoferritin/1-aminoanthracene competitive binding, fluorescence; Potency, µM (doses to about 77.5 µM), without a hit: at the highest dose activity change, negative = displacement, actives largely listed as inhibitors; 0.074% of 350,000 active; AID 485281; note: potency is the fitted concentration of half-maximal effect; % is set by controls: 0 for no effect and ±100 for the full control effect; nearly all actives have a fitted effect of over 20% in size
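Steps: apoferritin (10 uM) was premixed with half-saturated 1-AMA in PBS, compounds were pin-transferred, plates stood 10 min at room temperature, fluorescence was read at 380/535 nm, and curves were fitted with a Hill equation.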
APEX1 inh: inhibitors of human APE1 endonuclease. P27695. recombinant APE1, TAMRA/BHQ-2 abasic DNA cleavage fluorescence. Potency, µM (highest dose often 65.8 µM), for inactives: top-dose activity change, negative = inhibition, actives largely listed as inhibitors. 0.35% of 350,000 active. AID 2517;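 note: potency is the fitted concentration of half-maximal effect; plate controls were vehicle for no effect and reference inhibitor for full effect; nearly all actives have a fitted effect of over 55% in size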
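Substrate: short duplex with […] THF abasic site, 5'-TAMRA and 3'-BHQ-2, 50 nM final. APE1 at 0.75 nM, preincubated 15 min RT with compound. Fluorescence increase from first to third read measured activity.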
POLB inh: DNA polymerase beta (human) inhibition | Potency, µM (top dose mostly 114 µM), inactives show at the top dose activity change, negative = inhibition, hits mostly inhibitors | P06746 | Pol beta primer extension/strand displacement, fluorescence kinetic | AID 485314 | 1.3% of 340,000 active; note: potency is the fitted concentration of half-maximal effect; % is set by controls: 0 for no effect and ±100 for the full control effect
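Pol beta (10 nM) was preincubated with compound for 15 min at room temperature. The reaction was then started with 50 nM substrate and read immediately and after a further 10 min at room temperature.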
TRHR ag: agonists of human TRH receptor; AID 493084; TRHR cells, calcium flux fluo-8, FDSS agonist mode; P34981; activation, % at 2 µM; 0.18% of 360,000 active; in the data active = activation above about 30%; note: 0% is about no effect
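Fluo-8-loaded TRHR cells; 10 s baseline, compound added, kinetic Ca2+ fluorescence read 1/s, agonist mode.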
BLM helicase inh: Bloom syndrome helicase (human) inhibition; recombinant BLM DNA unwinding, fluorescence dequenching; Potency, µM (top dose mostly 56.1 µM), for the others: at the top dose activity change, negative = inhibition, usual class: inhibitors; 0.2% of 350,000 active; AID 2528;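 note: potency is the fitted concentration of half-maximal effect; plate controls were vehicle for no effect and no enzyme for full effect; nearly all actives have a fitted effect of over 35% in size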
Pol iota inh: blocks human DNA polymerase iota activity; 1% of 390,000 active; AID 588590; Potency, µM (titrated, usually from 115 µM), for the others: at the top dose activity, negative = inhibition, usual class: inhibitors; Pol iota fluorescent replication assay, 10 min; Q9UNA4; note: potency is the fitted concentration of half-maximal effect
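Pol iota at 10 nM preincubated 15 min with compounds at room temperature; reaction started with fluorescent substrate, 50 nM final. Fluorescence read kinetically at 0 and 10 min; buffer-only wells as negative control.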
Pol kappa inh: DNA polymerase kappa (human) inhibition. Q9UBT6. purified Pol kappa, fluorescent DNA synthesis assay, 10 min. Potency, µM (titrated, usually from 107 µM), for the others: at the highest dose activity, negative = inhibition, most hits filed as inhibitors. 0.53% of 400,000 active; note: potency is the fitted concentration of half-maximal effect; % is set by controls: 0 for no effect and ±100 for the full control effect
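10 nM Pol kappa preincubated 15 min at room temperature with compounds, then reaction started with substrate at 50 nM final. Fluorescence read kinetically at 0 and 10 min; buffer-only wells served as negative control.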
* = called active by the depositor; ? = inconclusive; . = no result given; & = joins results of further samples; [ ] = another dose, or the depositor's remark. Unless noted, calls come from the whole dose curve; as a rule, active = well fitted curve in the direction sought with a large enough effect; inconclusive = small, poorly fitted or top-dose-only effect, or another doubt; inactive = no such curve, though single readings can be large; an effect the other way counts as inactive or inconclusive.

SMILES	12-LOX inh	ERG-DNA inh	Apoferritin bind	APEX1 inh	POLB inh	TRHR ag	BLM helicase inh	Pol iota inh	Pol kappa inh
COc1ccc(C2CC(c3ccc(OC)c(OC)c3)=NN2S(C)(=O)=O)cc1 (centres undefined)	11%	-9%	-1%	-2%	19%	1.7	4%	25%	-3%
O=c1c2ccccc2nc(/C=C/c2cccc([N+](=O)[O-])c2)n1CCO	-4%	2%	-10%	2%	7%	0.2	2%	-17%	-15%
COc1ccc(C(=O)[C@H]2[C@H]3C(=O)N(c4ccccc4)C(=O)[C@H]3C3C=CC=NN32)cc1 (some centres undefined)	?	5%	-6%	24%	26%	1.7	-13%	-29%	-1%
CC(=O)Nc1ccc(NC(=S)NC(=O)C2CCCC2)cc1	?	0%	-13%	29%	16%	1.1	-2%	17%	-9%
COCCn1c(SCC(=O)N2CCCCC2)nc2cccnc21	?	-3%	-2%	1%	4%	0.2	-1%	5%	-2%
COc1ccc(NC(=O)CN(C)C(=O)c2csc3c2CCCC3)cc1	-16%	-2%	.	24%	.	0.6	.	18%	-5%
Cc1cc2cc(CNC(=S)NCc3ccccc3)ccc2n1C	40µM*	?	-12%	4%	1%	-0.2	-3%	-3%	-20%
Cc1nnc(SCC(=O)Nc2ccc(N3CCOCC3)cc2)n1Cc1ccccc1	-9%	-7%	.	5%	.	0.2	.	34%[activator]	-6%
CCc1ccc(NC(=O)NCCN2CCCCC2)cc1	-35%	-13%	-4%	5%	9%	0.2	2%	-12%	-17%
COc1cccc(Cn2c(=O)cnc3cncnc32)c1	0%	.	.	0%	.	.	0%	.	4%[60.1 µM]
CCOc1ccc(OCC)c(NC(=O)CCn2c(=O)oc3ccccc32)c1	-6%	-6%	-19%	-4%	6%	0.0	-2%	14%	-2%
CCOc1ccc(C2C(C#N)=C(N)Oc3cc(C)[nH]c(=O)c32)cc1OC (centres undefined)	3%	4%	2%	-4%	11%	0.1	-3%	-11%	-1%
COC(=O)CC(NS(=O)(=O)c1cccs1)c1ccc2c(c1)OCO2 (centres undefined)	?	2%	-16%	-14%	18%	0.6	-2%	25%	-18%
O=C(CC1=NC2(CCCC2)Cc2ccccc21)N1CCOCC1	?	.	-18%	4%	?	-0.3	-2%	13%	-1%
CCCCNC(=O)COn1nnc2ccc(S(=O)(=O)N3CCOCC3)cc21	-21%	-5%	.	-2%	.	0.0	.	-4%	-6%
CCCCNC(=O)Nc1nnc(-c2ccc(Cl)cc2)o1	43%[activator]	0%	-11%	4%	7%	0.2	-3%	5%	3%
CCNC(=O)Nn1c(C)nnc1C	141%[activator]	-4%	9%	-5%	3%	0.3	-17%	9%	-3%
Cc1ccc(-n2nnc3c(sc4nc(C)c(C)cc43)c2=O)cc1Cl	-19%	1%	2%	.	17%	1.1	0%	1%	-1%
COc1ccc2[nH]cc(CCNc3ncnc4ccc(-c5ccccc5C#N)cc34)c2c1	-15%	.	-12%	5%	.	.	-1%	.	-5%[60.1 µM]
CC(C)(C)NC(=O)c1nn2c(C(F)(F)F)cc(-c3ccccc3)nc2c1Br	-5%	-16%	-4%	-10%	20%	-0.4	0%	0%	4%
CCOc1cccc2sc(N(CCN(C)C)C(=O)CCS(=O)(=O)c3ccccc3)nc12	372%[activator]	2%	.	.	.	.	.	?	-10%
CCOc1cccc(C(=O)N/N=C/c2ccoc2)c1	12%	-6%	-6%	-16%	?	0.1	-4%	-5%	-15%
O=C(CSC1=Nc2ccccc2C2CC=NN12)Nc1ccc2c(c1)OCO2 (centres undefined)	-5%	-3%	-11%	-7%	8%	-1.3	-2%	-12%	-17%
COc1cc(-c2cc(-c3nnco3)c3ccccc3n2)cc(OC)c1OC	0%	8%	1%	-4%	1%	-1.2	-3%	129%[activator]	-11%
COc1ccccc1NC(=O)C(C)OC(=O)C1COc2ccccc2O1 (centres undefined)	45%[activator]	-10%	.	18%	.	-0.3	.	-6%	3%
CC(C)CC(NC(=O)C(NC(=O)C(Cc1ccc(OCc2ccccc2)cc1)NC(=O)OC(C)(C)C)C(C)C)C(N)=O (centres undefined)	14%	0%	-5%	-1%	5%	-0.8	3%	8%	2%
CC(C)Nc1nc(NC(C)(C)C)nc(Oc2ccc(=O)n(C)n2)n1	0%	15%	-4%	-5%	2%	0.4	-5%	-1%	11%
COc1ccc(C(c2sc3nc(C)nn3c2O)N2CC(C)OC(C)C2)cc1OC (centres undefined)	1%	7%	-6%	0%	9%	0.1	-8%	36%[activator]	-23%
CC(C)=CC(=O)OCC(=O)Nc1ncc(Cl)c(C)c1Cl	?	0%	-23%	-2%	40µM*	0.1	-11%	?	?
Cc1cc(C(=O)Cn2cnc3cc(F)ccc3c2=O)c(C)n1C1CC1	?	0%	.	13%	.	.	.	-5%	-6%
O=C(O)/C=C/C(=O)NCc1cn(-c2ccccc2)nc1-c1cccc(Br)c1	-6%	-4%	-21%	?	-13%	0.7	2%	2%	-18%
Cc1csc(NC(=O)Cc2ccc(Br)cc2)n1	18%	-1%	-15%	10%	33%	-0.1	-3%	102%[activator]	-6%
CCCOc1ccc(-c2nc[nH]c2[N+](=O)[O-])cc1	-19%	-4%	-1%	-2%	4%	-0.4	-1%	28%	2%
O=C(Nc1ccc2c(c1)C(=O)NC2=O)c1cc(Cl)ccc1Cl	-2%[57.4 µM]	5%	-6%	-1%	8%	-1.9	-3%	31%	-8%
CCC(=O)N1c2ccc(S(=O)(=O)N(CCO)Cc3ccccc3)cc2CC1C (centres undefined)	62%[activator]	2%	-11%	2%	7%	-0.2	-1%	15%	-1%
O=C(CSc1nc2ccccc2c(=O)n1NC(=O)c1ccccc1)c1ccccc1	0%	-4%	?	-2%	-15%	1.6	-4%	17%	-7%
COc1ccc(NC(=O)CN(C)C(=O)c2ccc(COc3ccccc3)cc2)cc1	-3%	30%	.	7%	.	-0.3	.	0%	-12%
CC1CCN(S(=O)(=O)c2ccc(NC(=S)NC(=O)c3ccc(Cl)cc3)cc2)CC1	14µM*	-2%	-11%	-3%	-2%	0.2	-3%	-4%	-9%
COc1cccc(NC(=O)C(=O)N/N=C/c2cc(C)n(-c3ccc(Cl)c(Cl)c3)c2C)c1	-7%[57.4 µM]	.	-7%	-6%	-1%	0.4	-2%	8%	-9%
C#CCNc1c(C)c(C)nc2ncnn12	-24%	-6%	3%	0%	-18%	1.1	3%	7%	1%
Cc1sc2ncnc(SCC(=O)N3CCCC(C(N)=O)C3)c2c1C (centres undefined)	?	-2%	.	7%	.	0.4	.	43%[activator]	3%
O=C(NCCN1CCCCC1)c1cc(Cl)ccc1Cl	-10%	3%	-2%	-9%	19%	0.3	1%	114%[activator]	-5%
COc1ccc(C2c3cc(OC)c(OC)cc3CC3C(=O)OCC32)cc1OC (centres undefined)	-3%	7%	.	.	.	.	.	34%[activator]	-9%
COc1ccc(Nc2ccccc2)c(C)c1	-11%	3%	-9%	-3%	-7%	-0.8	-6%	17%	-13%
CN(C(=O)c1ccc(NC(=O)Cc2ccc(NC(=O)C3CCCN(C(=O)C4CC4)C3)cc2)cc1)C1CC1 (centres undefined)	-1%	-8%	.	5%	.	0.0	.	-26%	17%
COc1ccc(Cl)cc1NC(=O)CN(C)C(=O)c1cc(-c2cccs2)nn1-c1ccccc1	-1%	21%	.	-12%	.	0.6	.	26%	-11%
Clc1ccc(-c2nc3ncccn3c2Nc2ccc3c(c2)OCCO3)cc1	-21%&0%	0%&-7%	-14%&-9%	5%	-2%&21%	-0.2	-1%&-3%	-14%&-10%	-15%&0%
Cc1cc(C)c(C)c(OCCOCCNCc2ccccc2)c1	?	-6%	6%	-3%	10%	0.6	-10%	35%[activator]	-6%
O=C(O)c1ccc(-n2nncc2-c2ccco2)cc1	-6%	-3%	-3%	7%	23%	0.1	-1%	38%[activator]	7%
CC1(C)C(=O)Nc2ccccc2N1C(=O)COc1ccc(S(=O)(=O)N2CCOCC2)cc1Cl	0%	3%	-13%	?	25µM*	-0.2	-16%	?	-19%
CC(C)(C)N(NC(=O)Nc1ccccc1)C(=O)c1ccccc1Cl	0%	18%	-8%	-3%	13%	0.4	0%	19%	-10%
CCCN=C1CC(C)(C)CC(=O)/C1=C(/O)CCCN1C(=O)c2ccccc2C1=O	6%	-14%	-15%	3%	-4%	0.7	-5%	30%[activator]	5%
O=C(CSc1nc2ccccc2c(=O)n1CC1CCCO1)Nc1ccccc1Cl (centres undefined)	17%	-4%	-3%	5%	1%	-0.7	-2%	127%[activator]	-16%
O=C(CSCc1ccccc1Cl)NNC(=S)Nc1ccccc1	?	3%	?	1%	42%	-0.6	0%	-22%	-2%
CS(=O)(=O)N1CCN(c2ccccc2NC(=O)c2cccnc2Cl)CC1	0%	2%	0%	-2%	0%	1.0	-1%	10%	-4%
N/C(=N\OC(=O)c1cccc(Br)c1)c1ccccn1	0%	2%	-13%	30%	26%	-1.2	1%	22%	5%
COc1cccc(OC)c1C(=O)NC(=S)Nc1ccc(S(=O)(=O)Nc2nccs2)cc1	?	21%	-22%	0%	?	0.0	-4%	-16%	-9%

Already shown: an excerpt of the list.
SMILES	12-LOX inh	ERG-DNA inh	Apoferritin bind	APEX1 inh	POLB inh	TRHR ag	BLM helicase inh	Pol iota inh	Pol kappa inh
COc1ccc(Cl)cc1NC(=O)CN(C)C(=O)c1cc(-c2cccs2)nn1-c1ccccc1	-1%	21%	.	-12%	.	0.6	.	26%	-11%
Clc1ccc(-c2nc3ncccn3c2Nc2ccc3c(c2)OCCO3)cc1	-21%&0%	0%&-7%	-14%&-9%	5%	-2%&21%	-0.2	-1%&-3%	-14%&-10%	-15%&0%

This is a subset; rates above refer to the full screens.
